Source: PubChem BioAssay (The Scripps Research Institute Molecular Screening Center)
PAFAH1B2 FP inh = PAFAH1B2 (human) inhibition. P68402. recombinant PAFAH1B2, FP-rhodamine activity probe, fluorescence polarization. inhibition, % at 3.39 µM. 1.2% of 340,000 active;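 active = inhibition above the mean of all tested compounds plus 3 SD, cut at about 24% in these data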;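 also: 0% = enzyme with DMSO and 100% = wells lacking PAFAH1B2; many of its hits are not listed in these tables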
Target sequence (P68402 whole entry, looked up): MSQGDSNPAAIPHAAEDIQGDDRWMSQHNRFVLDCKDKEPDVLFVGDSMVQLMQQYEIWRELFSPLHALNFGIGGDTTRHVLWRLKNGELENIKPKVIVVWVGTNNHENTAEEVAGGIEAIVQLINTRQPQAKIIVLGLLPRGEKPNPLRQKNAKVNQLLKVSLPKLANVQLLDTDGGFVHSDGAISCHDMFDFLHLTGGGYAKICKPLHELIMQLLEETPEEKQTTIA
PREPL inh = inhibitors of human prolyl oligopeptidase-like enzyme PREPL. Q4J6C6. recombinant PREPL, fluorescence polarization activity-based probe. inhibition, % at 5.96 µM. 0.68% of 320,000 active; in the data active = inhibition above about 43%;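 also: 0% = enzyme with DMSO and 100% = wells lacking enzyme; many of its hits are not listed in these tables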
LYPLA2 inh = LYPLA2 (human) inhibition in PME1 counter-screen; recombinant LYPLA2, FP-Rh probe fluorescence polarization; O95372; 0.38% of 320,000 active; AID 2177; inhibition, % at 5.9 µM;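 active = inhibition above the screen-wide mean plus 3 SD, limit set per campaign, cut at about 26% in these data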;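 also: 0% = LYPLA2 with DMSO and 100% = wells lacking LYPLA2 enzyme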
pPAFAH FP inh = inhibitors of human plasma PAF acetylhydrolase (pPAFAH) | Q13093 | 1.5% of 330,000 active | inhibition, % at 3.39 µM | recombinant pPAFAH, FP-rhodamine probe fluorescence polarization | AID 463082;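 active = inhibition above the mean inhibition across the screen plus 3 SD, cut at about 25% in these data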;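 also: inhibitors block binding of the rhodamine activity-based probe so polarization drops; 0% = enzyme with DMSO and 100% = wells lacking pPAFAH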
Target sequence (Q13093 whole entry, looked up): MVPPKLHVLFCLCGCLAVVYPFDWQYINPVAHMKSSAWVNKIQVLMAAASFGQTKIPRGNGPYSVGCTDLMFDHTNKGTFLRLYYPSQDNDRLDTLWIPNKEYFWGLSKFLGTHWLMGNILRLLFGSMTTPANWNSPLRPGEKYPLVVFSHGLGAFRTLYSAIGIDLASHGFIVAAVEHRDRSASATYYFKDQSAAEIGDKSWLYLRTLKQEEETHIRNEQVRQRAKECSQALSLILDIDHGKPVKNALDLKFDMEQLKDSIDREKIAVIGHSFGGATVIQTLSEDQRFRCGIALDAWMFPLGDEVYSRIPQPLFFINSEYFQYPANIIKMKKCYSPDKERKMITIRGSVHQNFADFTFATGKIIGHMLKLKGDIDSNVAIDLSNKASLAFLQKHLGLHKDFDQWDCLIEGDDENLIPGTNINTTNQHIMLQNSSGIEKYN
PAD4 inh = blocks human protein arginine deiminase 4 | recombinant PAD4, RCA probe fluorescence polarization | inhibition, % at 6.36 µM | 0.41% of 330,000 active;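 active = percent inhibition above a cutoff equal to the mean of all tested compounds plus 3 SD, cut at about 15% in these data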;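 also: 0% = PAD4 with RCA probe and DMSO and 100% = probe without PAD4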
GSTO1 counter = blocks human GSTO1 in RBBP9 counter-screen | recombinant GSTO1, activity-based probe fluorescence polarization | AID 1974 | inhibition, % at 5.96 µM | 1.1% of 300,000 active | P78417;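 active = inhibition above the campaign mean inhibition plus 3 SD, cut at about 35% in these data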;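 also: 0% = GSTO1-1 with DMSO and 100% = wells lacking GSTO1-1 enzyme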
LYPLA1 inh = LYPLA1 (human) inhibition in PME1 counter-screen | recombinant LYPLA1, FP-Rh probe fluorescence polarization | inhibition, % at 5.9 µM | 0.16% of 320,000 active;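 active = inhibition above the mean of all tested compounds plus 3 SD, set per campaign, cut at about 14% in these data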;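 also: inhibitors block serine hydrolase probe labeling of LYPLA1 so polarization falls; 0% = enzyme with DMSO and 100% = wells lacking LYPLA1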
Target sequence (O75608 whole entry, looked up): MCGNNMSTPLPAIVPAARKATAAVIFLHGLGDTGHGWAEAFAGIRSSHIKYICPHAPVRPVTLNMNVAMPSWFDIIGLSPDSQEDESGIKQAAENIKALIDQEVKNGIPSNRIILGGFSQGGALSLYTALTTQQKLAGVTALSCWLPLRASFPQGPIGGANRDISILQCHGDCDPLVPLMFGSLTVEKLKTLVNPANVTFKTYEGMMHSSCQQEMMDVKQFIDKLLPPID
PAFAH1B3 FP inh = PAFAH1B3 (human) inhibition. Q15102. recombinant PAFAH1B3, FP-rhodamine probe, fluorescence polarization. inhibition, % at 3.39 µM. 0.28% of 340,000 active;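 active = inhibition above the screen-wide average of all tested compounds plus 3 SD, cut at about 25% in these data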;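 also: 0% = enzyme with DMSO only and 100% = wells lacking PAFAH1B3 protein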
PAFAH2 inh = inhibitors of human PAFAH2 | AID 492956 | 0.99% of 340,000 active | recombinant PAFAH2, FP-rhodamine activity probe, fluorescence polarization | Q99487 | inhibition, % at 3.39 µM;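 active = inhibition above the mean over all tested compounds plus 3 SD, cut at about 30% in these data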;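 also: inhibitors block probe labeling of enzyme so polarization drops; 0% = enzyme with DMSO and 100% = wells lacking PAFAH2 protein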
Active calls of the source: *; nt = not tested or not shown. An excerpt, so the mix of outcomes need not match the whole.

SMILES | PAFAH1B2 FP inh | PREPL inh | LYPLA2 inh | pPAFAH FP inh | PAD4 inh | GSTO1 counter | LYPLA1 inh | PAFAH1B3 FP inh | PAFAH2 inh
Cc1nc(-c2ccc(Cl)cc2)sc1C(=O)NNC(=O)C(C)C | nt | -5 | 1 | 2 | 4 | -5 | -1 | nt | nt
Cc1cccc(/C=C2\Sc3ccc(C(=O)NCC4CCCO4)cc3N(C)C2=O)c1 (centres undefined) | -1 | 9 | 16 | 17 | 1 | -1 | 2 | -7 | 0
COC(=O)c1cc([N+](=O)[O-])c(-n2ccnc2)c([N+](=O)[O-])c1 | 5 | -1 | 1 | 4 | -2 | 1 | -1 | 5 | 3
O=C(NCc1ccc(Cl)cc1)N1CCOCC1 | 3 | 7 | 3 | 1 | -2 | 3 | 2 | 0 | -5
O=C(Nc1ccccc1Cl)O/N=C(/c1ccccc1)c1ccccn1 | 0 | 8 | 2 | 6 | -3 | 0 | 5 | -1 | -7
Cc1ccc(S(=O)(=O)N(C)c2ccc(OC(=O)c3ccc(N4CCCC4=O)cc3)cc2)cc1 | -1 | 7 | 1 | -1 | -3 | -3 | -5 | 15 | -6
CC1CC(C)CN(CCCSc2ccccc2)C1 (centres undefined) | 2 | -7 | -1 | -6 | -5 | 5 | -3 | 9 | -1
CC(C)(C)C(=O)C1=C(O)C(=O)N(Cc2ccccc2)C1c1ccccc1Cl (centres undefined) | 6 | -5 | 6 | 3 | -3 | 1 | 0 | 4 | 3
CC(=O)c1cc(NC(=O)c2ccc([N+](=O)[O-])cc2)c(=O)oc1C | 3 | 8 | 4 | -1 | 1 | 4 | 3 | 5 | -1
Cc1ccc(Nc2nc(NCc3ccco3)c3ccccc3n2)cc1 | -1 | 57* | 4 | 18 | -13 | -3 | -8 | 11 | 8
O=C(Cc1ccccc1)NC(=S)Nc1ccc2oc(-c3ccccc3F)nc2c1 | 5 | -2 | -11 | 5 | -2 | 6 | -4 | 1 | -25
O=C(COC(=O)c1cc(S(=O)(=O)N2CCOCC2)ccc1Cl)Nc1ccc2c(c1)OCO2 | 7 | 7 | 2 | 8 | -1 | 2 | 0 | 5 | 22
CCOC(=O)c1c(NC(=O)c2cccc([N+](=O)[O-])c2C(=O)O)sc2c1CCCC2 | 4 | 9 | 1 | 17 | 2 | -9 | 2 | 11 | 9
Cc1nnc2sc(SCC(=O)Nc3nccs3)nn2c1=O | -1 | -3 | -2 | 6 | 4 | 9 | -3 | 6 | -7
CCCc1cc(=O)n2[nH]c(C)nc2n1 | -2 | 9 | -1 | -6 | -2 | 5 | 1 | 5 | 1
Cc1ccccc1Cn1cnc2c(oc3ccccc32)c1=O | 1 | 1 | 8 | 3 | 2 | 11 | -1 | -1 | -1
Cc1ccccc1OCC(=O)OCC(=O)Nc1cc(S(C)(=O)=O)ccc1Cl | 2 | 1 | 6 | 8 | -1 | 5 | 2 | 7 | 3
CCCc1cc(=O)oc2c(CN3CCN(C)CC3)c(O)ccc12 | 8 | 5 | 8 | 0 | -2 | 1 | -1 | 6 | 0
CC(C)(C)CC(=O)NC(=S)NCc1ccco1 | 12 | 0 | 5 | 6 | 0 | 1 | 2 | 11 | 2
Cc1ccc(S(=O)(=O)NC(C(=O)Oc2cc3oc(=O)cc(C)c3cc2Cl)C(C)C)cc1 (centres undefined) | -3 | 11 | 1 | -6 | -2 | 3 | -1 | -1 | -17

A second format for part of the listing above.
structure,PAFAH1B2 FP inh,PREPL inh,LYPLA2 inh,pPAFAH FP inh,PAD4 inh,GSTO1 counter,LYPLA1 inh,PAFAH1B3 FP inh,PAFAH2 inh
O=C(COC(=O)c1cc(S(=O)(=O)N2CCOCC2)ccc1Cl)Nc1ccc2c(c1)OCO2,7,7,2,8,-1,2,0,5,22
CCCc1cc(=O)n2[nH]c(C)nc2n1,-2,9,-1,-6,-2,5,1,5,1

More entries.
SMILES | PAFAH1B2 FP inh | PREPL inh | LYPLA2 inh | pPAFAH FP inh | PAD4 inh | GSTO1 counter | LYPLA1 inh | PAFAH1B3 FP inh | PAFAH2 inh
Cn1c(SCC(=O)Nc2ccc3c(c2)OCCO3)nnc1C1CC1 | -1 | -2 | -5 | -5 | -3 | 7 | -3 | 6 | 4
Cc1cccc(CS(=O)(=O)Cc2ccc(C(=O)NCc3cccnc3)o2)c1 | -7 | -1 | 1 | 24 | -4 | 4 | 0 | 6 | 8
Cc1ccc(NC(=O)C(=O)c2cn(CC(=O)N3CCCCC3)c3ccccc23)cc1 | -4 | 16 | 2 | 1 | -6 | -3 | -3 | 4 | -5
Cc1onc(-c2ccccc2)c1C(=O)NCCc1ccc(S(N)(=O)=O)cc1 | 3 | -3 | 2 | -1 | 5 | 6 | 3 | 11 | -7
O=C(NCCSc1ncc(-c2ccc(F)cc2)[nH]1)c1ccco1 | 3 | 19 | 0 | -2 | 0 | -4 | 2 | 1 | 5
O=C(CSc1nc2ccccc2n1-c1ccccc1)NCC1CCCO1 (centres undefined) | -1 | 8 | 12 | 28* | -4 | 6 | 2 | 2 | 4
NS(=O)(=O)c1ccc(NC(=S)Nc2cc(Cl)c(Cl)cc2Cl)cc1 | -2 | 11 | 0 | 3 | -1 | -4 | 1 | 3 | -5
CC(C)=CC(=O)OCC(=O)NC1CCCc2ccccc21 (centres undefined) | 7 | 5 | 2 | 9 | 0 | -2 | 2 | 12 | 29
O=c1ccc(-c2nc3cc(Cl)ccc3n2Cc2ccccc2)c[nH]1 | 4 | -13 | -1 | 2 | -8 | 2 | 0 | 5 | 4
CN(C1CCS(=O)(=O)C1)S(=O)(=O)c1cccs1 (centres undefined) | 4 | -3 | 2 | 4 | -6 | -7 | 0 | 1 | -1
CCN(CC)C(=O)Oc1cc(=O)n2c3c(cccc13)CCC2 | 3 | -3 | 3 | 1 | 5 | 8 | -1 | 6 | 4
CCOC(=O)Nc1ccc2c(c1)OCO2 | -5 | 18 | 4 | 0 | -8 | 0 | -3 | 2 | 1
COC(=O)C1=C(C)OC(N)=C(C#N)C1c1ccccc1F (centres undefined) | 1 | 0 | 5 | 2 | 1 | 14 | -4 | 5 | -1
CN/C(=C/[N+](=O)[O-])NCCSCc1csc(CN(C)C)n1 | -3 | 2 | -4 | -3 | -3 | 2 | -3 | 8 | 0
Cc1ccc(S(=O)(=O)N2CCN(C(=O)CC(C)n3nc(C)c(Cl)c3C)CC2)cc1C (centres undefined) | 9 | 20 | -7 | -4 | -4 | -9 | 1 | 5 | -8
CC(NC(=O)c1cccc(S(=O)(=O)N2CCCCCC2)c1)c1ccccc1 (centres undefined) | 25* | -1 | -2 | 5 | -1 | nt | 1 | -3 | 5
Cc1cc(NC(=O)c2ccccc2)nc2c1c(=O)oc1ccccc12 | 2 | 16 | 0 | 2 | -3 | 14 | -3 | 10 | -14
COCCNC(=O)c1ccccc1NC(=O)COc1ccccc1 | 1 | 0 | 9 | 3 | -3 | 0 | 0 | 2 | 2
Cc1ccc(NC(=O)CN2CCN(c3ccccn3)CC2)c(Cl)c1 | 4 | 6 | -1 | -3 | -4 | 2 | 8 | 3 | 7
CCOC(=O)C(=O)Nc1cccc(C(=O)OCC)c1 | -2 | -4 | 6 | 1 | -4 | 3 | 1 | 6 | -1
Cc1ccc(C2OC(=O)c3ccccc32)cc1 (centres undefined) | 3 | 3 | 4 | -4 | -1 | 3 | 4 | 5 | 3
C=CCOc1c(Cl)cc(C2NC(=O)NC(C)=C2C(=O)OC)cc1Cl (centres undefined) | 3 | -53 | 1 | -5 | -3 | -10 | -5 | 16 | 13
COc1ccc(-c2nnc(SCC(=O)NCCc3ccccc3)o2)cc1 | 7 | -35 | 5 | 2 | -1 | 3 | -4 | 4 | -9
Nc1c(Cl)ncnc1NCc1ccccc1 | 3 | -3 | 8 | 3 | -4 | 8 | 1 | 4 | -1
Cc1ccc(S(=O)(=O)N2CCC(C(=O)NCCC3=CCCCC3)CC2)cc1C | 2 | 8 | -2 | 9 | -2 | -3 | -1 | 0 | -3
CCOC(=O)c1c(NC(=O)c2ccoc2C)sc(C(=O)N(C)C)c1C | 1 | -3 | -2 | 5 | -5 | -6 | 0 | 4 | 2
OCCNc1nc(-c2ccccc2)nc2c1oc1ccccc12 | -2 | -5 | 2 | -4 | 0 | 2 | -4 | 3 | 5
O=C(NCc1cccs1)c1ccc(CS(=O)Cc2ccccc2Cl)o1 (centres undefined) | 5 | 13 | 2 | 1 | 4 | 1 | 4 | 5 | -2
CSc1ccccc1C(=O)Nc1cccc(N(C)S(C)(=O)=O)c1 | 6 | 13 | 1 | 2 | 3 | 1 | 2 | 6 | 1
CCCN(C(=O)COC(=O)c1cc(CC)c(C)s1)c1c(N)n(Cc2ccccc2)c(=O)[nH]c1=O | -2 | -5 | -2 | 6 | -5 | 20 | -2 | 2 | 10
CN(c1ccccc1)S(=O)(=O)c1cccc(NC(=O)c2cccc(C#N)c2)c1 | 2 | -3 | -25 | -3 | -1 | nt | -16 | 1 | -6
CCCn1ncc(CN2CCC(n3nccc3NC(=O)CCc3ccccc3)CC2)c1C | -2 | 9 | -2 | 5 | -3 | 4 | -1 | 2 | 3
O=C(O)c1ccc(-n2c(-c3cc(C4CC4)[nH]n3)n[nH]c2=S)cc1 | 2 | 3 | 0 | 4 | -5 | 0 | -2 | 0 | 2
C=CCC[C@@H](Cc1ccc(F)cc1)C(=O)OC[C@@H]1CCCN1C(=O)[C@H](CC=C)CC(=O)N[C@H](CO)Cc1ccccc1 | 12 | 44* | nt | 4 | 0 | nt | nt | 7 | 5
Cc1sc2nc(CN3CCC(C)CC3)nc(Cl)c2c1C | nt | 15 | 0 | -1 | -1 | 7 | -1 | nt | nt
CS(=O)(=O)c1ncc(Cl)c(C(=O)Nc2ccc(OC(F)F)cc2)n1 | -2 | -22 | -19 | -2 | 0 | -3 | -11 | -2 | -10
O=C(CCc1ccccc1)NNc1ccc(F)cc1 | 2 | -5 | 7 | 10 | -5 | 15 | 1 | -1 | 5
C[C@H](CO)N1C[C@H](C)[C@@H](CN(C)C(=O)Nc2ccc(C(F)(F)F)cc2)Oc2ccc(NC(=O)CCC(F)(F)F)cc2C1=O | -2 | 28 | nt | 2 | 2 | nt | nt | -3 | -1
CC(C)c1cc(-c2cc(C(=O)Nc3ccccc3)on2)nc(NC2CCCC2)n1 | 1 | -6 | -15 | 2 | -3 | -3 | -8 | -11 | -14
Cc1ccc(C(=O)NCCn2cc(SCC(=O)Nc3cc(C)on3)c3ccccc32)cc1 | -1 | -8 | 8 | 0 | 0 | 5 | 0 | 7 | 4
COc1cc(Cl)c(C)cc1NC(=O)COC(=O)C1CC1C (centres undefined) | -1 | 5 | nt | 9 | -6 | nt | nt | 4 | 29
COC(=O)c1cc(S(=O)(=O)NCC(C)c2ccccc2)cn1C (centres undefined) | 21 | 10 | -1 | 19 | -1 | 8 | -1 | -4 | 2
O=C(NCC(c1ccco1)N1CCN(c2ccc(F)cc2)CC1)c1cccs1 (centres undefined) | 2 | -16 | 4 | -2 | -6 | 2 | -1 | -4 | -1
O=C(CSCc1c(F)cccc1Cl)Nc1ccccc1C(=O)N1CCOCC1 | 3 | 9 | 3 | 3 | 3 | 4 | 1 | 7 | -8
Cn1cnc(S(=O)(=O)NC2CCN(Cc3ccccc3)CC2)c1 | 1 | 21 | 1 | -5 | -1 | -1 | -1 | 4 | -2
O=S1(=O)CCN2N=C(C34CC5CC(CC(C5)C3)C4)SC2=N1 | 10 | 11 | -4 | 2 | 1 | 2 | -2 | 3 | -3
CCOc1ccc(N(CC(=O)N2CCCCCC2)S(C)(=O)=O)cc1 | 4 | 11 | 11 | 4 | 1 | -2 | 7 | 2 | 4
